# Compound activity from PubChem.
# Rac1 GTP hydrolysis: MgcRacGAP GTPase-activating activity inhibitors, confirmation, biochemical, ADP Hunter fluorescence. inhibition, % at 30 µM; hits with a dose series show IC50 in µM. AID 624330. MgcRacGAP-stimulated Rac1 GTP hydrolysis, ADP Hunter fluorescence; higher % means a stronger effect; GST-tagged Rac1 F28L mutant substrate. hit rate 0.6% among 340,000;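 active = first-screen hits whose inhibition reached a set limit at any dose in the follow-up dose series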;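 note: fluorescence reports GDP produced by GAP-driven GTP hydrolysis; strong numbers were not always called active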
# GPR55 LPI antagonism: inhibition of LPI-stimulated GPR55 beta-arrestin translocation – imaging, U2OS, beta-arrestin-GFP, LPI agonist, primary screen (AID 2013). inhibition, % at 10 µM, or IC50 in µM where a hit was titrated. U2OS GPR55 beta-arrestin-GFP translocation imaging, LPI antagonism; higher % means a stronger effect. hit rate 0.13% among 290,000;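 active = spots per cell inhibited over 60%, with over 100 cells counted and total cytoplasm intensity under 500,000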;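 note: U2OS cells stably carrying GPR55 and arrestin-GFP stimulated by 5 µM LPI near EC80; imaged beta-arrestin-GFP aggregate spots per cell after agonist stimulation; plate controls were LPI-stimulated DMSO wells for no effect and DMSO wells without LPI for full effect; some results filed as inactive read as strong as hits; confirmed hits need IC50 under 10 µM and bright autofluorescent wells are also inconclusive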
# LYP phosphatase: inhibitors of LYP phosphatase, biochemical, fluorescence intensity, uHTS (AID 1779); recombinant LYP phosphatase, fluorescence intensity; higher % means a stronger effect; one-dose inhibition, % at 11.5 µM; IC50 in µM for titrated hits; hit rate 0.054% among 290,000; in the data active = inhibition above about 50%;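 note: plate controls were vehicle with enzyme for no effect and no enzyme for full effect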
# GPR35 antagonists: inhibition of zaprinast-stimulated GPR35 beta-arrestin translocation – imaging, U2OS, beta-arrestin-GFP, zaprinast agonist, primary screen (AID 2058). hit rate 0.052% among 290,000. inhibition, % at 10 µM; hits with a dose series show IC50 in µM. U2OS GPR35 beta-arrestin-GFP translocation imaging, zaprinast antagonism; higher % means a stronger effect;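 active = inhibition of at least 50% with at least 30 cells and total cytoplasm GFP at most 10,000,000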
# NTR1 ag: agonists of NTR1, primary screen, imaging, U2OS cells, beta-arrestin-GFP, high content (AID 493036) | P30989 | NTR1-U2OS beta-arrestin-GFP spot imaging, agonist mode | activation, % at 20 µM | hit rate 0.17% among 330,000;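 active = activation at or above 40% of the spot to cytoplasm intensity ratio, with at least 20 cells analyzed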;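 note: 0% = DMSO without peptide and 100% = 100 nM NTR1 peptide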
# Target sequence (P30989 whole entry, looked up): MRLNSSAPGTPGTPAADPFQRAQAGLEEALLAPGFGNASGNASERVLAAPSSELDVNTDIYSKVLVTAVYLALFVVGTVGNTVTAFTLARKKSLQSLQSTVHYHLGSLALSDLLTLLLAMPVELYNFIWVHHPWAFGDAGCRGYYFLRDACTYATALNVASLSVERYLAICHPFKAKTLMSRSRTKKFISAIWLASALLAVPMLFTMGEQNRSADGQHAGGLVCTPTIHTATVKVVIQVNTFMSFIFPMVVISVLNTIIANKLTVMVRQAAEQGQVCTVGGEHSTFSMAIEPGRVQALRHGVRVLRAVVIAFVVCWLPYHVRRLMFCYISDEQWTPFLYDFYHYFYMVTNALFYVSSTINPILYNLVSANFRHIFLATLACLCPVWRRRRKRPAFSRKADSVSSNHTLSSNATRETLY
# T cell HTS: T cell immune modulation candidate; calls only at 7 µM; 2C CD8+ T cell-vesicle binding, flow cytometry; active compounds read low; hit rate 0.068% among 330,000;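 active = response, share of CD8 T cells binding vesicles, and their 90th percentile fluorescence all below set limits, cut at about 80% in these data, passing the limit was not always enough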
#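 System: murine 2C transgenic CD8+ T lymphocytes; also added: QL9-loaded Drosophila micro-vesicles; times: binding 1.5 h at 37 °C; measured by: flow cytometry, PE anti-B7-1 (FL2) versus Alexa647 anti-CD8 (FL8), PFA-fixed; control set: Peptide-free naked vesicles (low) and QL9 vesicles with 0.7% DMSO vehicle (high)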
# Large T inhibition: TAg ATPase/helicase activity blockers – biochemical (AID 1903); SV40 large T antigen ATPase/helicase inhibition assay; higher % means a stronger effect; inhibition, % at 20 µM, or IC50 in µM where a hit was titrated; hit rate 0.39% among 310,000; in the data active = a potency from the dose series; note: strong numbers were not always called active
# Lipid droplet: hepatic lipid droplet formation modulation; AID 1656; hit rate 0.4% among 240,000; AML12 mouse hepatocytes, oleate lipid droplets, BODIPY imaging; inhibition, % at 6.5 µM;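 active = lipid droplet intensity inhibited by at least 50%, with more than 500 cells counted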
#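 Assay system: AML12 hepatocytes (mouse) / Also added: 100 µM oleic acid challenge / Times: overnight treatment with compound plus oleate / Detection: high-content imaging of BODIPY-stained droplets and DAPI nuclei / Evaluation: % inhibition of lipid droplet signal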
# GPR55 activation: GPR55 agonists via beta-arrestin recruitment, primary screen, imaging, U2OS cells, beta-arrestin-GFP redistribution (AID 1961) | U2OS GPR55 beta-arrestin-GFP redistribution imaging; higher % means a stronger effect | one-dose activation, % at 10 µM; EC50 in µM for titrated hits | hit rate 0.048% among 290,000;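 active = activation above 40% with more than 50 cells counted in the well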;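 note: U2OS osteosarcoma cells stably expressing GPR55 and beta-arrestin-GFP; plate controls were DMSO negative control for no effect and LPI positive control for full effect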
# Lipid droplet cells 6.5 µM: further read-out of Lipid droplet, marked with its call; cell count; measured here: cell count, cytotoxicity flag;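 cells counted across two imaged fields per well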
# T cell HTS vesicle-bound %: further read-out of T cell HTS, marked with its call; double positive events, %; measured here: CD8+ vesicle-bound cell fraction;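 binding gate set so that unloaded-vesicle control wells show 10% double positive cells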
# NTR1 ag cell count 20 µM: recorded beside NTR1 ag, whose call it bears; cell count; measured here: cell count, cytotoxicity flag
# Active calls of the source: *; i = inactive; . = not tested or not shown. Rows are unselected. About 1.8% of those tested had a hit in this group.
# Each structure is followed by: Rac1 GTP hydrolysis	GPR55 LPI antagonism	LYP phosphatase	GPR35 antagonists	NTR1 ag	NTR1 ag cell count 20 µM	T cell HTS	T cell HTS vesicle-bound %	Large T inhibition	Lipid droplet	Lipid droplet cells 6.5 µM	GPR55 activation
1. COc1ccc2[nH]c(=O)c(CN(CC3CCCO3)S(=O)(=O)c3ccccc3)cc2c1 (centres undefined)
    2.6%	-9.8%	-2.2%	0.0%	0.1	40	i	5.8	9.2%	3.7	690	0.7%
2. COc1cccc(NC(=O)CSc2nnc(CNC(=O)c3ccccc3F)o2)c1
    -13.9%	2.2%	-11.5%	-5.9%	1.0	65	i	28.3	6.8%	2.9	704	0.0%
3. COc1ccc(C(C)NC(=O)c2ccoc2C)cc1OC (centres undefined)
    10.4%	-2.5%	-1.2%	14.7%	0.9	79	i	8.0	-3.5%	16.9	728	-0.1%
4. O=c1c2c3c(sc2nc2n1CCCS2)CCCC3
    9.3%	-10.5%	-6.5%	-21.9%	-1.0	103	i	45.6	8.3%	.	.	-0.1%
5. CSCC[C@H](NC(=O)OC(C)(C)C)c1nnc(SCC=C(C)C)o1
    8.2%	-0.3%	-5.3%	19.3%	0.6	82	i	42.0	17.1%	.	.	-0.1%
6. Cc1ccc2c(Cl)cc(Cl)c(OCC(=O)NCc3ccco3)c2n1
    .	10.2%	8.0%	4.1%	.	.	.	.	32.5%	-7.0	779	-0.1%
7. Cc1ccc(NC(=O)C(OC(=O)c2ccc(C=O)cc2)c2ccccc2)cc1Cl (centres undefined)
    6.6%	8.4%	-6.0%	17.0%	2.7	100	i	58.5	0.3%	0.0	633	-0.2%
8. CC1CCCCC12NC(=O)N(Cc1cc(=O)n3ccsc3n1)C2=O (centres undefined)
    -0.8%	4.1%	-4.0%	-1.7%	1.1	58	i	22.8	4.2%	9.8	706	0.3%
9. CC(C)COc1ccc(C(=O)OC2CC(C)(C)OCC2CN(C)C)cc1 (centres undefined)
    -1.1%	1.1%	-11.3%	7.8%	1.2	43	i	59.7	5.6%	.	.	-0.1%
10. COc1ccccc1NCC(=O)c1ccc(C)c(C)c1
    3.6%	3.4%	-4.9%	-10.9%	-0.9	60	i	61.5	10.7%	-0.1	784	0.2%
11. CCN(C(=O)COC(=O)Cn1c(C)csc1=O)c1c(N)n(Cc2ccccc2)c(=O)[nH]c1=O
    -2.7%	.	.	.	0.0	60	i	33.6	7.0%	.	.	.
12. CC1(C(=O)Nc2ccc3ccccc3c2)CC1(Br)Br (centres undefined)
    3.0%	-1.5%	0.6%	-0.8%	2.0	68	i	7.0	4.4%	1.2	625	-0.1%
13. Cc1ccc(S(=O)(=O)N2CCN(CCc3ccccc3)CC2)c(C)c1
    .	-0.6%	-5.9%	-8.9%	1.8	48	i	11.0	6.0%	-3.4	853	-0.2%
14. Cc1noc(NS(=O)(=O)c2ccc(NC(=O)Cc3ccc([N+](=O)[O-])cc3)cc2)c1C
    5.4%	-16.1%	-3.6%	7.6%	0.3	56	i	21.5	-1.3%	7.2	727	-0.1%
15. Cc1nc2ncnn2c(C)c1CCC(=O)NC(C)c1ccc2c(c1)OCCO2 (centres undefined)
    1.4%	30.0%	-4.7%	17.5%	-1.5	66	i	24.0	1.1%	.	.	0.1%
16. Cc1ccc(NNC(=O)c2cccs2)cc1Cl
    -0.7%	-0.8%	-5.3%	0.9%	1.1	48	i	29.6	52.5%	12.9	766	0.1%
17. CCOC(=O)CSC1=C(C#N)C(c2sccc2C)CC(=O)N1 (centres undefined)
    5.9%	-15.8%	-6.2%	5.7%	.	.	i	54.2	19.1%	.	.	-0.1%
18. COc1ccccc1NC(=O)CSc1nc(N)cc(N)n1
    6.4%	-0.2%	-8.4%	-8.1%	1.9	59	i	47.6	-12.2%	1.0	735	0.0%
19. CCCCn1c(N)c(N(CCOC)C(=O)c2ccc(S(=O)(=O)N3CCCCCC3)cc2)c(=O)[nH]c1=O
    1.9%	.	.	.	-2.0	58	i	30.6	11.4%	.	.	.
20. Cc1c(NC(=S)NC(=O)c2cc3ccccc3o2)cccc1C(=O)O
    7.5%	5.8%	-7.7%	-8.6%	-0.5	53	i	28.6	8.5%	-1.6	836	-0.1%
21. COc1cccc(CN(C(=O)/C=C/c2ccc(Cl)cc2)C2CCS(=O)(=O)C2)c1 (centres undefined)
    6.4%	1.8%	-0.9%	-11.2%	-0.6	38	i	6.5	22.2%	16.6	692	1.6%
22. Cc1cccc(OCC(=O)N2CCN(C(=O)Cc3ccccc3)CC2)c1
    8.7%	8.3%	-6.6%	-7.2%	-0.2	66	i	17.2	-7.3%	5.5	742	-0.1%
23. CCC(CC)Nc1ccc(C(CC(N)=O)NC(=O)Cc2cccc3ccccc23)cc1[N+](=O)[O-] (centres undefined)
    9.6%	-13.0%	-7.7%	7.8%	2.8	95	i	13.6	8.4%	.	.	-0.3%
24. O=C(CN1C(=O)COc2ccccc21)NCCCN1CCCC1
    3.7%	14.8%	-6.4%	10.2%	0.2	66	i	25.5	7.1%	-0.8	674	0.6%
25. CCc1[nH]c(C)c(C(C)=O)c1C
    0.1%	0.4%	-8.6%	8.4%	-1.1	86	i	26.6	25.2%	.	.	0.3%
26. O=C(O)CN1C(c2ccccc2)=Nc2ccc(Br)cc2C1c1ccccc1 (centres undefined)
    3.1%	16.0%	-6.4%	14.4%	-0.7	45	i	27.8	2.4%	-13.2	616	-0.1%
27. COc1ccc(CCn2nnnc2C(c2ccc(Cl)cc2)N2CCN(C)CC2)cc1OC (centres undefined)
    13.6%	4.2%	-13.3%	-2.7%	3.3	53	i	28.7	7.9%	.	.	-0.2%
28. NC(=O)Cn1nc(C(F)(F)F)c2c1CCCC2
    2.4%	-10.1%	-5.8%	2.7%	-0.1	48	i	29.9	3.1%	-20.5	635	-0.1%
29. O=C(CSc1nc2ncc(Br)cc2[nH]1)c1ccc([N+](=O)[O-])cc1
    13.2%	-5.0%	-3.7%	-5.4%	2.7	48	i	37.4	12.8%	-1.2	594	-0.5%
30. CC(=O)Nc1ccc(-c2cn3cccnc3n2)cc1
    11.2%	14.0%	-35.6%	13.3%	2.3	50	i	18.0	6.2%	.	.	-0.1%
31. CCN(CC)CCCNC(=O)c1cc(-c2ccc(Cl)cc2)on1
    4.5%	22.6%	-9.8%	17.2%	0.7	52	i	44.1	4.6%	.	.	0.2%
32. Cn1cccc1CNC1CCCCC1
    1.5%	-16.3%	-10.1%	0.2%	-1.6	40	i	35.0	7.0%	6.3	799	0.0%
33. O=C(N/N=C/c1ccc(N2CCOCC2)cc1)c1ccccc1NS(=O)(=O)c1cccs1
    5.5%	2.6%	4.5%	-4.9%	0.1	58	i	30.1	6.2%	10.7	696	-0.4%
34. CC1CCCCN1C(=O)C12CCC(C)(C(=O)C1)C2(C)C (centres undefined)
    2.5%	-2.9%	-10.9%	9.7%	-0.8	45	.	.	0.4%	.	.	0.7%
35. CC(C)Oc1ccc(CC(=O)NNC(=S)Nc2ccccc2)cc1
    11.5%	0.0%	-3.8%	-8.5%	-0.7	48	i	45.7	15.0%	-8.4	704	-0.1%
36. COc1ccc2sc(NC(=O)NC(=O)c3c(Cl)cccc3Cl)nc2c1
    5.9%	2.8%	4.6%	7.5%	6.1	42	i	34.6	9.9%	-3.7	684	-0.1%
37. CNC(=O)Cn1nc(-c2ccc(Cl)cc2)c2ccccc2c1=O
    3.1%	1.3%	-5.1%	-4.2%	-0.1	95	i	46.7	6.1%	5.5	817	-0.3%
38. CSCCCNC(=S)N1CCN(c2ccc(C(C)=O)cc2)CC1
    2.8%	16.0%	4.4%	-1.4%	0.7	51	i	49.9	12.4%	-6.0	671	-0.1%
39. COC(=O)C1=C(C)N(CCCC(=O)O)C(=O)NC1c1ccccc1OS(=O)(=O)c1ccccc1[N+](=O)[O-] (centres undefined)
    3.5%	.	.	.	-1.5	100	i	21.0	7.3%	.	.	.
40. CCOC(=O)c1cnn(-c2ccccc2)c1NC(=O)c1ccc(C)cc1
    5.2%	-3.1%	-3.8%	-1.1%	1.0	88	i	37.9	4.1%	-6.2	770	-0.1%
41. CC(Oc1ccc(Cl)cc1Cl)C(=O)Nc1ccncc1 (centres undefined)
    1.2%	-12.1%	-3.7%	-3.7%	-0.3	62	i	68.6	7.2%	.	.	0.9%
42. CCC(=O)NC(=S)Nc1cccc(C(C)=O)c1
    -0.6%	7.9%	1.2%	-10.2%	-0.1	56	i	37.5	-1.5%	.	.	-0.1%
43. Cc1c(N(C(=O)c2cnccn2)C2(C(=O)NC3CCCC3)CCCCC2)c(=O)n(-c2ccccc2)n1C
    6.8%	4.3%	-0.1%	12.1%	-0.2	62	i	7.1	4.0%	13.0	670	1.1%
44. COc1cccc(-c2nc(CS(=O)(=O)CC(=O)NCC(C)c3ccccc3)c(C)o2)c1 (centres undefined)
    6.6%	6.7%	-11.0%	-8.8%	2.0	65	i	4.0	9.8%	-4.4	746	-0.1%
45. O=C(c1ccc2c3c(cccc13)CC2)C1CCCN(Cc2cccnc2)C1 (centres undefined)
    13.1%	5.9%	-5.5%	11.2%	3.3	75	i	23.1	12.6%	-8.6	667	-0.2%
46. CCOC(=O)C1=C(O)/C(=C/c2cn(CC(=O)N3CCCC3)c3ccccc23)SC1=Nc1ccccc1
    3.1%	7.8%	1.9%	19.8%	.	.	.	.	7.4%	-3.5	761	-0.2%
47. COCc1ccc(CN2CCCC(CO)(Cc3cccc(Cl)c3)C2)o1 (centres undefined)
    -3.9%	2.8%	-10.6%	1.3%	0.3	63	i	53.2	9.4%	-18.3	790	-0.1%

# Record cards, from the list above. Screens in order: Rac1 GTP hydrolysis | GPR55 LPI antagonism | LYP phosphatase | GPR35 antagonists | NTR1 ag | NTR1 ag cell count 20 µM | T cell HTS | T cell HTS vesicle-bound % | Large T inhibition | Lipid droplet | Lipid droplet cells 6.5 µM | GPR55 activation
# COC(=O)C1=C(C)N(CCCC(=O)O)C(=O)NC1c1ccccc1OS(=O)(=O)c1ccccc1[N+](=O)[O-] (centres undefined) in the list: 3.5% | . | . | . | -1.5 | 100 | i | 21.0 | 7.3% | . | . | .
# CSCCCNC(=S)N1CCN(c2ccc(C(C)=O)cc2)CC1 in the list: 2.8% | 16.0% | 4.4% | -1.4% | 0.7 | 51 | i | 49.9 | 12.4% | -6.0 | 671 | -0.1%
